Pol eta inh: DNA polymerase eta (human) inhibition; Q9Y253; recombinant Pol eta, fluorescent DNA replication assay; Potency, µM (top dose mostly 114 µM), without a hit: at the highest dose activity change, negative = inhibition, most hits filed as inhibitors; 1.2% of 390,000 active; note: potency is the fitted concentration of half-maximal effect; % is set by controls: 0 for no effect and ±100 for the full control effect
Target sequence (Q9Y253 whole entry, looked up): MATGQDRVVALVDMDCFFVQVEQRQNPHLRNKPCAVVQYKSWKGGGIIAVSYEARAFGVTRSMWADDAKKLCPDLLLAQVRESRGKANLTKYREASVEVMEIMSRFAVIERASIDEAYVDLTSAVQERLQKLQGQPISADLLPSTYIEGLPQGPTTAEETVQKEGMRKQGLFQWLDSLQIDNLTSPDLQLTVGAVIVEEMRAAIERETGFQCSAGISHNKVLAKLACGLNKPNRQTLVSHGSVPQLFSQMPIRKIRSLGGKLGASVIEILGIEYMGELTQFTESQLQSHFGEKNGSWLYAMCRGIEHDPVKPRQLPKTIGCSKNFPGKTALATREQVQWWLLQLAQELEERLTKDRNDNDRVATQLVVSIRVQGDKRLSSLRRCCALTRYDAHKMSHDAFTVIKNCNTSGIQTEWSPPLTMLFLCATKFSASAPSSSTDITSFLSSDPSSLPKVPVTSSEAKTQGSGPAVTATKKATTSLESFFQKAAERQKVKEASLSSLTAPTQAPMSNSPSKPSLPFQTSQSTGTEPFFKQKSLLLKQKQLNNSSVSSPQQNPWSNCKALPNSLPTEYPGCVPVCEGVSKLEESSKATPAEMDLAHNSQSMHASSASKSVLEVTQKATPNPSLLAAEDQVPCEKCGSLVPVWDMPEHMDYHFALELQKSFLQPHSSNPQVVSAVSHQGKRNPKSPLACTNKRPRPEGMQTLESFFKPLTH
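Pol eta (10 nM) was preincubated with compounds for 15 min at room temperature, after which fluorescent replication substrate (50 nM final) was added to start the reaction. Fluorescence was read kinetically at 0 and 10 min.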
LDHA block: inhibitors of human lactate dehydrogenase A; P00338; purified LDHA, NADH/diaphorase-resazurin fluorescence; active compounds read low; activity change, % (values are at about 110 or 230 µM); 0.15% of 480,000 active; AID 1347041; in the data active = activity change below about -30%; inconclusive = mostly about -25% to -30%;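 note: plate controls were DMSO wells for no effect and wells without enzyme for full effect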
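LDH5 2 nM; NADH 0.06 mM, pyruvate 0.2 mM; 200 mM Tris pH 7.4, EDTA, Tween-20; 5 min RT. Detection: diaphorase 0.133 mg/mL + resazurin 37 µM, fluorescence ex540/em590 at 0 and 20 min; normalized to enzyme-free and DMSO wells.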
Glioma ERSR ind: ER stress response induction in glioma | 0.02% of 420,000 active | Potency, µM, without a hit: at the highest dose activation, most hits filed as activators | U87-MG GRP78 promoter luciferase reporter, 16 h; note: potency is the fitted concentration of half-maximal effect; series mostly up to about 76 µM; % of control where 0% means no effect; nearly all actives have a fitted effect of over 35% in size
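ERSR induction read as luciferase luminescence (Bright-Glo, 10 min at room temperature) in stably transfected human U87-MG glioma cells exposed to compounds for 16 h, using GRP78 as sensor.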
* marks the source's active call; other numbers are inactive results; ? = inconclusive. Unless noted, calls come from the whole dose curve; as a rule, active = well fitted curve in the direction sought with a large enough effect; inconclusive = small, poorly fitted or top-dose-only effect, or another doubt; inactive = no such curve, though single readings can be large; an effect the other way counts as inactive or inconclusive.

SMILES | Pol eta inh | LDHA block | Glioma ERSR ind
O=C(CCc1nnc(Cc2c[nH]c3ccccc23)o1)NCCC1CCCCO1 (configuration not stated) | 3% | -2 | 2%
CN(C)S(=O)(=O)c1cccc(NC(=O)C2CCCN(C(=O)c3ccc(Cl)cc3)C2)c1 (configuration not stated) | -22% | -3 | -1%
C#CCN(C[C@@H]1[C@@H](OC(=O)NCc2ccc(OC)c(OC)c2)[C@@H](OC(=O)NCc2ccc(OC)c(OC)c2)Cn2c(=O)ccc(=O)n21)S(=O)(=O)c1ccc(C)cc1 | -11% | 1 | -12%
CC(C)NC(=O)N(C)C[C@@H]1OCc2cnnn2CCCC(=O)N([C@@H](C)CO)C[C@H]1C | -19% | -3 | -1%
CN(CC(=O)NCC1CCCO1)S(=O)(=O)c1ccc2ccccc2c1 (configuration not stated) | -18% | -3 | -5%
CC(C)(C)OC(=O)NCCCCCNC(=O)c1[nH]cnc1C(=O)Nc1cc(Br)ccc1F | -17% | -2 | 13%
COc1ccc(CC(=O)OCC(=O)Nc2ccc3[nH]c(=O)[nH]c3c2)cc1OC | -14% | 4 | -3%
Cc1ccccc1S(=O)(=O)N(C)C[C@H]1OCc2cnnn2CCCC(=O)N([C@@H](C)CO)C[C@H]1C | -7% | -1 | -6%
CCN(CC)CCCNC(=O)CNC(=O)c1nn(-c2ccc(OC)cc2OC)c(=O)c2ccccc12 | -8% | -1 | -7%
O=C(COc1ccc2ccc(=O)oc2c1)NCCN1CCOCC1 | 2% | -1 | -5%
C[C@H](CO)N1C[C@H](C)[C@@H](CN(C)C(=O)Nc2cccc(F)c2)Oc2ncc(Br)cc2C1=O | -6% | 1 | -5%
NC(=O)CN1C(=O)C2C3CCC(C3)C2C1=O (configuration not stated) | -24% | -2 | -1%
O=C(COC(=O)/C=C/c1ccc(Cl)cc1)NC1CCS(=O)(=O)C1 (configuration not stated) | -5% | -2 | -1%
COc1ccccc1CNC(=O)C[C@@H]1C[C@H]2c3cc(N(C)C)ccc3O[C@H]2[C@H](CO)O1 | -14% | 5 | -5%
CCCNC(=O)C[C@@H]1C[C@H]2c3cc(NC(=O)c4ccc5c(c4)OCO5)ccc3O[C@H]2[C@@H](CO)O1 | -6% | -2 | -5%
CCCc1c(C(=O)N/N=C(\C)c2ccc3c(c2)OCO3)nnn1-c1nonc1N | 5% | -14 | -2%
CC(C)OC(=O)N(C)C[C@@H]1OCc2cn(nn2)CCCC(=O)N([C@@H](C)CO)C[C@H]1C | -13% | -1 | -3%
COc1ccc(-c2ccc(CN3C(C)C(=O)N(Cc4cn(Cc5ccco5)nn4)CCS3(=O)=O)cc2)cc1 (configuration not stated) | -3% | 4 | -5%
Cc1ccc([C@H]2C[C@@H](n3cc(-c4ccc(F)cc4)nn3)[C@H](O)CN2Cc2cccs2)cc1 | -13% | 0 | -3%
C[C@@H]1CN([C@@H](C)CO)C(=O)c2c(c3ccccc3n2C)-c2ccccc2CO[C@H]1CN(C)C(=O)[C@H](C)c1ccccc1 | -24% | 0 | -6%
COc1ccc(-c2ccc(CN3C(C(C)C)C(=O)N(Cc4cn(CC5CCCCC5)nn4)CCS3(=O)=O)cc2)cn1 (configuration not stated) | -13% | 1 | -5%
COc1cc(Cc2cc(OC)c(O)c(OC)c2)cc(OC)c1O | -17% | 10 | -4%
COc1ccc(-c2cc3nc(-c4ccccc4)cc(N4CCN(C(=O)c5ccsc5)CC4)n3n2)cc1 | -12% | -5 | -4%
C[C@@H]1CN([C@H](C)CO)C(=O)CCCn2nncc2CO[C@@H]1CN(C)S(=O)(=O)c1ccc(F)cc1 | -4% | -10 | 1%
C[C@@H]1CN([C@@H](C)CO)C(=O)CCCn2nncc2CO[C@@H]1CN(C)C(=O)Nc1ccccc1F | -16% | -6 | -4%
COc1ccc(NC(=O)C[C@H]2C(=O)N(c3ccc(Br)cc3)C[C@@H]2C)cc1 | -6% | -6 | -3%
CSc1ncnc2c1ncn2CCCNCC(c1ccccc1)c1ccccc1 | -12% | -15 | -3%
C[C@H](CO)N1C[C@H](C)[C@@H](CN(C)Cc2ccc(C(=O)O)cc2)Oc2ncc(-c3ccc(C(=O)N(C)C)cc3)cc2C1=O | -25% | -6 | -6%
O=C(CSc1ccccc1F)NC(=O)NC1CCCC1 | -7% | -4 | -1%
CCN(CC)C(=O)C1=C(C)N(CCC2=CCCCC2)C(=O)C(CC(=O)NCCN2CCOCC2)C1 (configuration not stated) | -18% | -2 | -1%
C[C@H](O)CNC(=O)c1[nH]cnc1C(=O)Nc1cccc(Cl)c1 | -13% | 0 | -3%
O=C(CC(NC(=O)OCc1ccccc1)c1nn[nH]n1)OCc1ccccc1 (configuration not stated) | -7% | -10 | 2%
COc1cc(NC(=O)C2=C(C)OCCS2)c(Cl)cc1C(=O)NCCCN1CCCC(C)C1 (configuration not stated) | -4% | 0 | -4%
COc1cccc(C#Cc2ccc3c(c2)O[C@H](CN(C)S(=O)(=O)c2ccccc2F)[C@H](C)CN([C@H](C)CO)S3(=O)=O)c1 | -8% | -1 | -4%
CCOc1ccc(OCCC(=O)OCC(=O)c2c(N)n(CC(C)C)c(=O)n(C)c2=O)cc1 | -9% | 1 | -6%
O=C(NCC(=O)N1CCN(Cc2ccccc2)CC1)c1ccccc1Cl | -9% | -6 | 1%
O[C@H]1CN(CC2CCCCC2)[C@@H](c2ccccc2)C[C@@H]1n1cc(C2CC2)nn1 | -12% | 0 | -1%
COc1ccc(C(=O)OCc2ccccc2C#N)cc1S(=O)(=O)N1CCOCC1 | -13% | -5 | -5%
COC(=O)c1c(C(=O)OC)c2c(-c3ccccc3)cc3cccc1n32 | -19% | 3 | 0%
CC1Sc2ccc(C(=O)N(CCc3ccccc3)Cc3ccccc3)cc2NC1=O (configuration not stated) | -13% | 2 | -7%
COc1ccc(NC(=O)C[C@H]2C(=O)N(CCc3ccccc3)C[C@@H]2Cc2ccccc2)cc1 | -24% | 1 | -1%
NC(=O)C1CCN(C(=O)c2ccc(Cl)c(NC(=O)c3cccs3)c2)CC1 | -1% | -7 | -2%
Cc1cc(C)c(SSc2nnnn2-c2ccccc2)c(C)c1 | -5% | 0 | -2%
Cc1cccc(CSCC(=O)N2CCN(S(=O)(=O)c3ccccc3C#N)CC2)c1 | -16% | -3 | -3%
Cn1cccc1C(=O)OCC(=O)N1CCc2ccccc2C1 | 0% | -13 | -1%
CNC(=O)C[C@H]1C(=O)N(Cc2ccccc2)C[C@@H]1Cc1ccccc1 | -11% | -13 | 0%
COC(=O)[C@H]1C[C@H](OC(=O)NCc2ccco2)[C@@]2(O)CN(S(=O)(=O)c3ccc(C)cc3)CC2[C@H]1C(=O)OC (some centres not stated) | -18% | -7 | -1%
O=C(CSc1nnc(C2CC2)n1C1CC1)N1CCN(c2ccc(O)cc2)CC1 | -8% | 9 | -2%
CC(=O)Nc1ccc(C=CC(=O)c2ccc([N+](=O)[O-])cc2)cc1 | 2% | -4 | -1%
O=C1NN(c2ccccc2)C(=O)C1=Cc1ccccc1O | 7% | 0 | 0%
C#CCOCC1CN(C)C(=O)O1 (configuration not stated) | -5% | -5 | -2%
O=C(Nc1ccccc1Cl)Nc1ccnn1C1CCN(C(=O)C2CCOC2)CC1 (configuration not stated) | -3% | -3 | -2%
CCOC(=O)c1ccc(NC(=O)Nc2nc3ccccc3s2)cc1 | ? | -1 | -2%
C[C@@H]1CN([C@@H](C)CO)C(=O)CCCn2cc(nn2)CO[C@H]1CN(C)S(=O)(=O)c1ccc(Oc2ccccc2)nc1 | -24% | -7 | 1%
CC(C)OC(=O)N(C)C[C@H]1OCc2cnnn2CCCC(=O)N([C@H](C)CO)C[C@@H]1C | -5% | -1 | -2%
Nc1ccccc1SC(CC(=O)c1ccccc1)c1ccc([N+](=O)[O-])cc1 (configuration not stated) | -6% | 2 | -8%
Cc1cccc(-c2n[nH]nc2C2=CC(=O)CC(C)(C)C2)c1 | -13% | -5 | -3%
Cc1cc(=O)[nH]c(NNC(=O)c2ccc(Cl)cc2)n1 | -9% | 1 | -3%
O=C(c1ccc2ccccc2c1O)N1CCCCC1 | -9% | 11 | -4%
O=C1C=C(CCc2ccccc2)CCC1 | -1% | 0 | 0%

Single records, from the list above. Order of screens: Pol eta inh	LDHA block	Glioma ERSR ind
Results for Cc1cccc(CSCC(=O)N2CCN(S(=O)(=O)c3ccccc3C#N)CC2)c1 = -16%	-3	-3%
Results for Cc1ccccc1S(=O)(=O)N(C)C[C@H]1OCc2cnnn2CCCC(=O)N([C@@H](C)CO)C[C@H]1C = -7%	-1	-6%

Continuation.
SMILES | Pol eta inh | LDHA block | Glioma ERSR ind
N#CC(=Cc1ccnc2ccccc12)c1ccccc1 | -4% | 1 | -5%
CC(=O)c1c(O)c(C)c(O)c2c1OC1=Cc3c(c(C)nn3-c3ccccc3)C(=O)C12C (configuration not stated) | -7% | 1 | -3%
Cc1c(Cl)cccc1NC(=O)CSc1nc(=O)n(CCCN2CCOCC2)c2c1CCCC2 | -2% | -5 | -3%
C[C@@H]1CN([C@H](C)CO)C(=O)CCCn2nncc2CO[C@H]1CN(C)S(=O)(=O)c1ccc(Oc2ccccc2)nc1 | -12% | -1 | -3%
CC1CCC(NC(=O)c2cccc(S(=O)(=O)N3CCOCC3)c2)CC1 (configuration not stated) | -13% | -5 | 3%
CC(=NNC(=S)N1CCCC1)c1ccccn1 | -2% | 2 | -4%
COc1ccc(C(C)C)cc1S(=O)(=O)Nc1cccnc1 | -3% | 5 | -2%
ON=C(c1ccccc1)c1ccc2c3c(cccc13)CC2 | -18% | -1 | -8%
COc1ccc(NC(=O)C[C@@H]2C(=O)N(c3ccc(OC)cc3)CC2(C)C)cc1 | -9% | -14 | 6%
CC1(C)CN(c2ccccc2)C(=O)[C@H]1CC(=O)Nc1ccccc1 | -14% | 1 | -2%
CCOC(=O)/C(=C(/C)N)C1CC(=O)NC1=O (configuration not stated) | -15% | -4 | 0%
C[C@@H]1CN([C@@H](C)CO)C(=O)c2cc(Br)cnc2O[C@H]1CN(C)Cc1ccc(-c2ccccc2)cc1 | -16% | 2 | -6%
COCC(=O)N(C)C[C@H]1Oc2cc(C#Cc3cccnc3)ccc2S(=O)(=O)N([C@H](C)CO)C[C@H]1C | -2% | -6 | -4%
COc1cc(NC(=O)CCn2c(=S)[nH]c3ccccc3c2=O)cc(OC)c1OC | -2% | 1 | -3%
CCOc1ccc2ccccc2c1CNCCCN1CCOCC1 | -7% | 1 | -5%
C[C@H]1CN([C@@H](C)CO)C(=O)CCCn2cc(nn2)CO[C@@H]1CN(C)C(=O)C1CCCCC1 | -6% | -2 | -4%
O=c1[nH]c2cc([N+](=O)[O-])ccc2c2cc(Br)ccc12 | 3% | 6 | -2%
CCN1C(=O)[C@H]2[C@@H](c3ccccc3)N[C@]3(CCCN(Cc4ccccc4)C3=O)[C@H]2C1=O | -15% | -4 | -1%
Nc1nnnn1/N=C/c1ccccc1Cl | -2% | 1 | 0%
C[C@H]1CN([C@@H](C)CO)C(=O)CCCn2cc(nn2)CO[C@@H]1CN(C)S(=O)(=O)c1ccc2c(c1)OCCCO2 | -7% | -8 | -4%

4 entries from above, as labelled records:
smiles: ON=C(c1ccccc1)c1ccc2c3c(cccc13)CC2
  Pol eta inh: -18%
  LDHA block: -1
  Glioma ERSR ind: -8%
smiles: COc1ccc(NC(=O)C[C@@H]2C(=O)N(c3ccc(OC)cc3)CC2(C)C)cc1
  Pol eta inh: -9%
  LDHA block: -14
  Glioma ERSR ind: 6%
smiles: CC1(C)CN(c2ccccc2)C(=O)[C@H]1CC(=O)Nc1ccccc1
  Pol eta inh: -14%
  LDHA block: 1
  Glioma ERSR ind: -2%
smiles: CCOC(=O)/C(=C(/C)N)C1CC(=O)NC1=O (configuration not stated)
  Pol eta inh: -15%
  LDHA block: -4
  Glioma ERSR ind: 0%

Compound activity deposited in PubChem BioAssay by National Center for Advancing Translational Sciences (NCATS).

Some of the compounds tested. The share of hits here may be higher or lower than overall.
